# From PubChem
# U2OS ROS induce – raises reactive oxygen species in U2OS cancer cells; 46,000 compounds, 2% hits; ROS induction (% of piperlongumine), % at 10 µM; U2OS ROS induction, H2DCF-DA fluorescence; in the data active = ROS induction above about 79%, passing the limit was not always enough; inconclusive = no clear call, values can overlap the other calls;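 also: 0% = DMSO vehicle median and 100% = reference compound median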
# The depositor's hits bear a star; u = inconclusive; & = joins results of further samples. These rows are one share of the data; count on the stated rates, not on these rows.
SMILES,U2OS ROS induce
C[C@@H]1CN([C@@H](C)CO)C(=O)c2cccc(NS(=O)(=O)c3cn(C)cn3)c2O[C@@H]1CN(C)S(=O)(=O)c1cn(C)cn1,-9
C[C@@H]1CN([C@@H](C)CO)C(=O)CCCn2cc(nn2)CO[C@@H]1CN(C)C(=O)C1CCCCC1,0
O=C(O)COc1c(-c2ccccc2)oc2ccccc2c1=O,-3
C[C@@H]1CN([C@H](C)CO)C(=O)Cc2cc(NC(=O)CCN3CCOCC3)ccc2O[C@@H]1CN(C)Cc1ccncc1,-3
Cc1noc(C)c1NC(=O)N(C)C[C@H]1Oc2ccc(NC(=O)CCC(F)(F)F)cc2C(=O)N([C@H](C)CO)C[C@H]1C,-6
COc1ccc(S(=O)(=O)N(C)C[C@H]2Oc3ccc(NC(=O)NC(C)C)cc3C(=O)N([C@H](C)CO)C[C@H]2C)cc1,-23
O=C(COC(=O)c1c(C(F)(F)F)cccc1C(F)(F)F)c1ccc(Cl)cc1,-1
Cc1noc(C)c1S(=O)(=O)Nc1ccc2c(c1)C(=O)N([C@H](C)CO)C[C@@H](C)[C@@H](CN(C)C(=O)Nc1ccccc1)O2,-13
COC(=O)c1sccc1-c1ccc(-c2ccn(C(=O)c3ccc(Cl)cc3)n2)o1,6
COc1cc2c(cc1NC(=O)CN(C)S(=O)(=O)c1ccc(C)cc1)oc1ccccc12,4
COc1ccc(-c2cc(=O)c3c(O)c(OC)c(O[C@@H]4O[C@H](CO)[C@@H](O)[C@H](O)[C@H]4O[C@@H]4O[C@@H](C)[C@H](O)[C@@H](O)[C@H]4O)cc3o2)cc1,-2
COc1ccc(SCC(=O)Nc2ccccn2)cc1,-4

# In the list so far, these have a furan ring, fused or not.
SMILES,U2OS ROS induce
COC(=O)c1sccc1-c1ccc(-c2ccn(C(=O)c3ccc(Cl)cc3)n2)o1,6
COc1cc2c(cc1NC(=O)CN(C)S(=O)(=O)c1ccc(C)cc1)oc1ccccc12,4

# (continued)
SMILES,U2OS ROS induce
CCc1ccccc1NC(=O)CN(C)S(=O)(=O)c1ccc(Br)cc1,-19
COc1cc([C@@H]2c3cc4c(cc3[C@H](O)[C@H]3COC(=O)[C@@H]23)OCO4)cc(OC)c1OC,-5
C[C@H]1CN([C@@H](C)CO)C(=O)c2cccc(NC(=O)C3CCCCC3)c2O[C@H]1CN(C)Cc1ccc(C(F)(F)F)cc1,9
C[C@H](CO)N1C[C@H](C)[C@H](CN(C)C(=O)Nc2ccccc2)Oc2c(NC(=O)c3ccncc3)cccc2C1=O,-2
CC(C)NC(=O)Nc1cccc2c1O[C@@H](CN(C)C(=O)Nc1ccccc1)[C@H](C)CN([C@H](C)CO)C2=O,-9
COc1cccc(C(=O)Nc2ccc3oc(-c4cccc(I)c4)nc3c2)c1,30
COC(=O)c1ccccc1NC(=O)CSc1nc2ccc(C)cc2[nH]1,-19
CNC(=O)Cn1ncc2c3ccccc3n(Cc3ccccc3F)c2c1=O,37
C[C@@H]1CN([C@H](C)CO)C(=O)c2cccc(NC(=O)c3nc4ccccc4s3)c2O[C@H]1CN(C)CC1CCCCC1,-4
C[C@@H]1CCCCO[C@H](CN(C)S(=O)(=O)c2ccccc2)[C@@H](C)CN([C@H](C)CO)C(=O)c2cc(NC(=O)Nc3ccc(F)cc3)ccc2O1,u
Cc1noc(C)c1NC(=O)Nc1ccc2c(c1)CC(=O)N([C@H](C)CO)C[C@@H](C)[C@@H](CN(C)C(=O)Nc1ccc(C(F)(F)F)cc1)O2,0
C[C@H](CO)N1C[C@H](C)[C@H](CN(C)C)Oc2ccc(NC(=O)Nc3ccc(F)cc3)cc2CC1=O,12
Cc1cc(I)ccc1NC(=O)Cn1cc([N+](=O)[O-])cn1,-1
CC1(C)S[C@@H]2[C@H](NC(=O)Cc3ccccc3)C(=O)N2[C@H]1C(=O)O,11&-1
C[C@H](CO)N1C[C@H](C)[C@@H](CN(C)Cc2ccc(Oc3ccccc3)cc2)Oc2c(NS(C)(=O)=O)cccc2C1=O,92*
COc1ccc([C@@H]2CC(=O)c3c(O)cc(O)cc3O2)cc1O,-6
CCCOC(=O)Nc1cccc(C(=O)OCCC)c1,6
C[C@@H]1CCCCO[C@@H](CN(C)S(=O)(=O)c2ccc(Cl)cc2)[C@@H](C)CN([C@H](C)CO)C(=O)c2cc(NS(=O)(=O)c3ccc(Cl)cc3)ccc2O1,u
Cc1ccc2oc(=O)n(CCc3noc(-c4cc(C)on4)n3)c2c1,-8
C[C@@H]1CCCCO[C@H](CN(C)Cc2ccccc2)[C@@H](C)CN([C@H](C)CO)C(=O)c2cc(NC(=O)CCC(F)(F)F)ccc2O1,-2
C[C@@H]1CN([C@@H](C)CO)C(=O)Cc2cc(NC(=O)Cc3cn(C)c4ccccc34)ccc2O[C@@H]1CN(C)Cc1ccc2c(c1)OCO2,39
O=C(NO)c1ccc(C(=O)N/N=C/c2cccc(O)c2)cc1,3
CCOC(=O)c1ccc(NC(=O)C(Sc2ccccc2)c2ccccc2)cc1 (centres undefined),10
Cc1ccc(CSc2nc3ccccc3c(=O)n2CCc2ccccc2)cc1,17
C(=NCc1ccco1)c1cn(-c2ccccc2)nc1-c1ccccc1,20
C[C@H](CO)N1C[C@H](C)[C@@H](CN(C)C(=O)Nc2cccc3ccccc23)Oc2ccc(N(C)C)cc2C1=O,-4
CC(=O)OC(CCCCc1ccc(O)c(O)c1)CCc1ccc(O)c(O)c1 (centres undefined),-7
COc1ccc(CN(C)C[C@@H]2Oc3ccc(NC(=O)NC(C)C)cc3C(=O)N([C@H](C)CO)C[C@H]2C)cc1,-10
C[C@@H]1CN([C@H](C)CO)C(=O)c2cc(NC(=O)CCC(F)(F)F)ccc2O[C@H]1CN(C)Cc1ccc(C(F)(F)F)cc1,-1
C[C@@H]1CN([C@@H](C)CO)C(=O)c2cccc(NC(=O)Nc3ccc4c(c3)OCO4)c2O[C@@H]1CN(C)S(=O)(=O)c1ccc(F)cc1,-14
CCn1c(SCC(=O)c2ccc(OC)cc2)nnc1-c1cc2cc(Br)ccc2o1,-9
COc1ccc(NC(=O)Nc2cccc3c2O[C@@H](CN(C)Cc2ccc4c(c2)OCO4)[C@@H](C)CN([C@H](C)CO)C3=O)cc1,-16
O=C(NC1CCS(=O)(=O)C1)/C(=C/c1ccccc1)NC(=O)c1ccccc1 (centres undefined),-25
O=C(CC1C(=O)N(c2ccccc2)C(=O)N1Cc1cccs1)Nc1ccccc1 (centres undefined),48
C[C@H]1CN([C@@H](C)CO)C(=O)CCCn2nncc2CO[C@@H]1CN(C)Cc1ccc(Cl)c(Cl)c1,30
O=C(COc1cccc2ccccc12)Nc1cccnc1,-5

# Structural class, those above containing bromine
SMILES,U2OS ROS induce
CCc1ccccc1NC(=O)CN(C)S(=O)(=O)c1ccc(Br)cc1,-19
CCn1c(SCC(=O)c2ccc(OC)cc2)nnc1-c1cc2cc(Br)ccc2o1,-9

# (more compounds)
SMILES,U2OS ROS induce
CCN(CC)C(=S)Oc1ccc(C(=O)Nc2cccc3ccccc23)cc1,42
Cc1noc(C)c1NC(=O)Nc1ccc2c(c1)C(=O)N([C@H](C)CO)C[C@H](C)[C@H](CN(C)Cc1ccc(Oc3ccccc3)cc1)O2,-8
C[C@H]1CN([C@@H](C)CO)C(=O)Cc2cc(NS(=O)(=O)c3ccccc3)ccc2O[C@@H]1CN(C)C(=O)Nc1ccc2c(c1)OCO2,-1
O=C(c1ccco1)N1N=C2c3ccccc3CCC2C1c1ccc(F)cc1 (centres undefined),85*
C=CCN(CC=C)C(=O)Cc1ccccc1OC,-12
C[C@@H]1CN([C@@H](C)CO)C(=O)Cc2cc(NC(=O)CCN3CCOCC3)ccc2O[C@@H]1CN(C)C(=O)NC1CCCCC1,5
Cc1ccc(S(=O)(=O)N(C)C[C@@H]2Oc3ccc(NC(=O)Cc4ccccc4)cc3C(=O)N([C@@H](C)CO)C[C@@H]2C)cc1,16
Cn1cnnc1SC1CCCCC1NS(=O)(=O)c1ccccc1 (centres undefined),-7
COc1ccc(S(=O)(=O)Nc2ccc3c(c2)CC(=O)N([C@@H](C)CO)C[C@H](C)[C@@H](CN(C)C)O3)cc1,-21
COc1ccc2cc(C(C)c3nc4ccccc4n3C)ccc2c1 (centres undefined),-10
C[C@@H]1CN([C@@H](C)CO)C(=O)CCCn2nncc2CO[C@@H]1CN(C)Cc1ccc(C(F)(F)F)cc1,-3
C[C@@H]1CN([C@H](C)CO)C(=O)Cc2cc(NC(=O)CCN3CCOCC3)ccc2O[C@@H]1CN(C)Cc1ccc2c(c1)OCO2,-7

# Molecules listed so far with a thiophene ring, fused or not, in the order listed:
SMILES,U2OS ROS induce
COC(=O)c1sccc1-c1ccc(-c2ccn(C(=O)c3ccc(Cl)cc3)n2)o1,6
O=C(CC1C(=O)N(c2ccccc2)C(=O)N1Cc1cccs1)Nc1ccccc1 (centres undefined),48

# Next section.
SMILES,U2OS ROS induce
Cc1noc(C)c1S(=O)(=O)Nc1ccc2c(c1)C(=O)N([C@@H](C)CO)C[C@@H](C)[C@H](CN(C)C(=O)Nc1ccc3c(c1)OCO3)O2,3
CSc1c(C#N)c(-c2ccc(Cl)cc2)nn1C,18
CC(C)=CCc1c(-c2ccc(O)cc2O)oc2c3c(cc(O)c2c1=O)OC(C)(C)C=C3,-1
COc1ccc(CN(C)C[C@H]2OCCCC[C@@H](C)Oc3ccc(NC(=O)CCCCCC(=O)Nc4ccccc4N)cc3C(=O)N([C@H](C)CO)C[C@@H]2C)cc1,1
O=C(NCc1cc(F)cc2c1OCOC2)c1cnc2ccccc2n1,3
Cc1noc(C)c1S(=O)(=O)Nc1ccc2c(c1)C(=O)N([C@@H](C)CO)C[C@H](C)[C@H](CN(C)C(=O)NC1CCCCC1)O2,-3
C[C@H](CO)N1C[C@H](C)[C@H](CN(C)CC2CCCCC2)Oc2c(NC(=O)c3ccncc3)cccc2C1=O,-6
NS(=O)(=O)c1cc2c(cc1Cl)NC(CC1CCCC1)NS2(=O)=O (centres undefined),6
C[C@H](CO)N1C[C@H](C)[C@@H](CN(C)C(=O)NC2CCCCC2)Oc2ccc(NC(=O)Cn3cnnn3)cc2C1=O,-7
Cc1nnc(SCC(=O)c2ccc([N+](=O)[O-])cc2)s1,5
C[C@@H]1CN([C@@H](C)CO)C(=O)CCCn2nncc2CO[C@@H]1CN(C)C(=O)NC1CCCCC1,-5
O=C(CS)NCCCCCCNC(=O)[C@H]1C[C@H]2C(=O)NCC(=O)N2[C@H]1c1cccc(OCCO)c1,-1
CCOc1ccc(-n2nc3ccc(NC(=O)COc4ccccc4Cl)cc3n2)cc1,26
CSc1nc2ccccc2n1CCO,-2
COc1cc(C(F)(F)F)nc2ccc(C)c(NC(=O)Nc3ccc(OC(F)(F)F)cc3)c12,-1
COc1ccccc1CNC(=O)C(C)Oc1ccccc1 (centres undefined),-11
C[C@H]1CN([C@@H](C)CO)C(=O)Cc2cc(NC(=O)NC3CCCCC3)ccc2O[C@H]1CN(C)Cc1ccc(Oc2ccccc2)cc1,12
C[C@H]1CN([C@@H](C)CO)C(=O)Cc2cc(NC(=O)C3CC3)ccc2O[C@@H]1CN(C)C(=O)Nc1ccccc1,24
CN(CCO)c1ccc(/C=N/NC(=O)c2ccccc2O)cc1,-10
C[C@H](CO)N1C[C@H](C)[C@@H](CN(C)C(=O)Nc2ccc3c(c2)OCO3)Oc2ccc(NC(=O)Nc3ccc(F)cc3)cc2C1=O,-8
Cc1noc(C)c1S(=O)(=O)Nc1ccc2c(c1)CC(=O)N([C@H](C)CO)C[C@@H](C)[C@H](CN(C)S(=O)(=O)c1ccccc1)O2,1
C[C@@H]1CN([C@@H](C)CO)C(=O)c2cccc(NS(C)(=O)=O)c2O[C@@H]1CN(C)C(=O)Nc1ccc2c(c1)OCO2,-6
C[C@@H]1CN([C@H](C)CO)C(=O)CCCn2cc(nn2)CO[C@H]1CN(C)S(=O)(=O)c1ccc(-n2cccn2)cc1,-6
CC(C)NC(=O)N(C)C[C@@H]1Oc2ccc(NC(=O)Cn3cnnn3)cc2C(=O)N([C@@H](C)CO)C[C@@H]1C,10
COCCOC(=O)N1C(=O)[C@@]2(c3cc(C#Cc4ccc(OC)cc4)ccc31)[C@H](c1ccc(O)cc1)N1[C@H](c3ccccc3)[C@H](c3ccccc3)OC(=O)[C@H]1[C@@H]2C(=O)NC[C@H](O)c1ccccc1,17
C[C@@H]1CN([C@H](C)CO)C(=O)c2cc(NC(=O)Nc3ccc(C(F)(F)F)cc3)ccc2O[C@H]1CN(C)C,-17
COc1ccc(N=C2SCC(=O)N2CCc2ccc(OC)c(OC)c2)cc1,-1
N/C(CS(=O)(=O)Cc1ccc(F)cc1)=N\O,-11
Cc1noc(C)c1C(=O)NCCCn1ccnc1,-5
O=C(CSc1nc2ccccc2c(=O)n1-c1ccc(Cl)cc1)Nc1ccccc1[N+](=O)[O-],9
COc1ccc2c(c1OC)C(=O)O[C@@H]2[C@H]1c2c(cc3c(c2OC)OCO3)CCN1C,2
O=C(COc1cccc2ccccc12)Nc1ccccc1C(=O)O,7
Cc1cccc(SCC(=O)Nc2ccc3c(c2)OCCO3)c1,4
Cc1noc(C)c1S(=O)(=O)Nc1ccc2c(c1)CC(=O)N([C@H](C)CO)C[C@@H](C)[C@@H](CN(C)C(=O)NC1CCCCC1)O2,-14
CC(C)NC(=O)N(C)C[C@H]1Oc2ccc(NC(=O)c3ccncc3)cc2C(=O)N([C@@H](C)CO)C[C@H]1C,-17

# 2 compounds drawn at random from the list so far, as already listed:
SMILES,U2OS ROS induce
COc1ccc(S(=O)(=O)N(C)C[C@H]2Oc3ccc(NC(=O)NC(C)C)cc3C(=O)N([C@H](C)CO)C[C@H]2C)cc1,-23
COc1ccc([C@@H]2CC(=O)c3c(O)cc(O)cc3O2)cc1O,-6
